Scp1 inh: Scp-1 (human) phosphatase inhibition | inhibition, % at 20 µM | Q9GZU7 | actives 0.88% (n = 340,000) | Recombinant Scp1, phosphopeptide, malachite green phosphate absorbance;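 active = inhibition above about 50% at 20 µM, limit read from the data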;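 also: plate controls were DMSO wells with enzyme for no effect and wells lacking enzyme for full effect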
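Test system: SCP-1 phosphatase catalytic domain, residues 76-261; measured by: colorimetric phosphate reagent with accelerator and stabiliser, absorbance at 630 nm; timing: enzyme reaction 45 min at room temperature, colour 5 min, stabilisation 30 min; also added: Phosphorylated 17-residue peptide substrate; compound dosing: one concentration, 20 µM, with 1.0% DMSO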
eLon inh: inhibitors of E. coli Lon protease; P0A9M0; purified E. coli Lon protease, fluorescence polarization; inhibition, % at 7.94 µM; actives 0.42% (n = 360,000); in the data active = inhibition above about 13%, passing the limit was not always enough;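 also: 0% = enzyme with probe and DMSO and 100% = no enzyme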
MsrA act: activators of bovine methionine sulfoxide reductase A. actives 0.3% (n = 360,000). AID 602163. purified bovine MsrA, absorbance read-out. activation, % at 10.6 µM; in the data active = activation above about 7.5%;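 also: 0% = vehicle and 100% = reference activator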
CendR NRP1 mod: modulators of CendR peptide binding to human neuropilin-1. AID 602438. inhibition, % at 25 µM. FAM-RPARPAR peptide binding to NRP-1, fluorescence polarization. actives 0.85% (n = 360,000). O14786;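 active = inhibition or corrected inhibition above about 18%, plus a signal ratio from 0.5 to 1.5, limit read from the data, passing the limit was not always enough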; also: strong numbers were not always called active
Target sequence (O14786 whole entry, looked up): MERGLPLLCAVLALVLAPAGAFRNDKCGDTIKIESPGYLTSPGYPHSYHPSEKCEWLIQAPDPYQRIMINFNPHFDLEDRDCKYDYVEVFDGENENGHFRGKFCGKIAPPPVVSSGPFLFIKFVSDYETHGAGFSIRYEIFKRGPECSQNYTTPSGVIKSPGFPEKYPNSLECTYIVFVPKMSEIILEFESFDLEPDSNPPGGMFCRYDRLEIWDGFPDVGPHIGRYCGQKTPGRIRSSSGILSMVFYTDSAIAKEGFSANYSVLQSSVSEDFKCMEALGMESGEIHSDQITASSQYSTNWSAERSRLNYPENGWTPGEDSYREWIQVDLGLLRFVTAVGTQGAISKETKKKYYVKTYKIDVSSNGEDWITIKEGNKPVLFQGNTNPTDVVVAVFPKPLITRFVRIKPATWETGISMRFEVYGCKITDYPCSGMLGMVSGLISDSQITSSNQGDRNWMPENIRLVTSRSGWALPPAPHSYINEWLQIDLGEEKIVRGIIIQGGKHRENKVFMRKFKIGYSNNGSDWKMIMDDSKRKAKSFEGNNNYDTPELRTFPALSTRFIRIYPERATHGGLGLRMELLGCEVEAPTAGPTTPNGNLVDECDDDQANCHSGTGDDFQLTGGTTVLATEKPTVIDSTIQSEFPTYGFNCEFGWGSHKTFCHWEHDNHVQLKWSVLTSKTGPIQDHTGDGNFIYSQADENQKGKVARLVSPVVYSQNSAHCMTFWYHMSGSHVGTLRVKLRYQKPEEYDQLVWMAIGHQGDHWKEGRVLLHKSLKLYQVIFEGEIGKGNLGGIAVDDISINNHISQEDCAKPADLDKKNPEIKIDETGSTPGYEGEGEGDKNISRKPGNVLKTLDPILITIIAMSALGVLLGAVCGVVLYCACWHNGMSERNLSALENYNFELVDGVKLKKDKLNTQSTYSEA
DNMT1 block: blocks human DNA methyltransferase DNMT1; inhibition (reported as % activation of signal), % at 10 µM; AID 588458; actives 0.83% (n = 360,000); DNMT1 molecular beacon, Hinp1I cleavage, fluorescence; P26358; in the data active = inhibition above about 50%
TbMetRS inhib: blocks T. brucei methionyl-tRNA synthetase activity. purified T. brucei MetRS, ATP depletion, Kinase-Glo luminescence. inhibition, % at 11.9 µM. actives 0.4% (n = 360,000);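 active = inhibition above a per-plate cutoff of the control wells' mean inhibition plus 3 SD, cut at about 5.5% in these data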;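 also: 0% = DMSO wells median and 100% = median of wells with control inhibitor compound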
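assay system = parasite MetRS enzyme | timing = 15 min preincubation, 2 h reaction, all 25 °C | evaluation = percent inhibition relative to median high and low control wells | medium = HEPES buffer containing pyrophosphatase, BSA, spermine, DTT | compound = single dose, 11.9 µM final nominal, 0.9% final DMSO | detection = Kinase-Glo luminescence, ATP depletion format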
MsrA inhibitor: inhibitors of bovine MsrA. inhibition, % at 15.5 µM. actives 0.75% (n = 360,000). AID 651718. purified bovine MsrA, absorbance read-out; in the data active = inhibition above about 4.5%;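 also: 0% = vehicle wells with enzyme and 100% = reference inhibitor wells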
SUMO1 PPI mod: alters human SUMO1 binding to SIM partners | inhibition, % at 20 µM | actives 0.33% (n = 360,000) | AID 602429 | SUMO1 binding to a labelled peptide, TR-FRET, 1 h; in the data active = inhibition above about 37%
Target sequence (P63165 whole entry, looked up): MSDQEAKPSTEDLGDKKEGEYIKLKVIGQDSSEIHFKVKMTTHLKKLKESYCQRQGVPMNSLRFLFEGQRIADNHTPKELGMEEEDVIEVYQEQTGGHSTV
STEP block: blocks human striatal-enriched tyrosine phosphatase; P54829; recombinant STEP, OMFP fluorogenic substrate, fluorescence; inhibition, % at 20 µM; actives 0.25% (n = 360,000); AID 588621;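 active = inhibition at 20 µM, scaled per plate between control wells, above about 37%, limit read from the data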;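 also: 0% = DMSO with enzyme and substrate and 100% = substrate only without enzyme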
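Test system: STEP tyrosine phosphatase / Reagent: OMFP at 25 µM / Doses: 20 µM, 1% DMSO / Read-out: percent inhibition scaled to no-enzyme and uninhibited-enzyme controls, plate-pattern corrected / Detection: FITC-channel fluorescence of OMFP product / Medium: Bis-Tris buffer pH 6.0, 2.5 mM DTT, 0.005% Tween 20 / Schedule: 20 min at room temperature, dark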
LMPTP inh: LMPTP (human) inhibition. actives 0.22% (n = 360,000). recombinant LMPTP-A, OMFP fluorogenic substrate, fluorescence intensity. inhibition, % at 20 µM;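 active = compounds that cut the enzyme signal by at least half of the control window in the single-dose screen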;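 also: plate controls were DMSO wells with enzyme plus substrate for no effect and substrate without enzyme for full effect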
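Assay system: LMPTP-A phosphatase enzyme | Input: 0.625 nM enzyme | Also added: Fluorogenic phosphatase substrate OMFP at 400 µM final | Compound dosing: One test concentration per compound, 20 µM, with 3% DMSO overall | Schedule: 50 min enzyme reaction at room temperature, protected from light | Signal: Fluorescence intensity | Benchmarks: no-enzyme and uninhibited controls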
Starred values were filed as active, the others as inactive; . = no result given. Rows are unselected; 4.3% or so of the library scored in one or more.

SMILES	Scp1 inh	eLon inh	MsrA act	CendR NRP1 mod	DNMT1 block	TbMetRS inhib	MsrA inhibitor	SUMO1 PPI mod	STEP block	LMPTP inh
CCCCOCCCNC(=O)C[C@@H]1C[C@@]2(C(=O)OC)CC(C)(C)CC=C2N(Cc2ccc3c(c2)OCO3)C1=O	.	.	.	5	.	-0.3	-0.8	2	.	0.9
Cn1nc(C(=O)NCc2cccc(F)c2)cc1C(=O)NCc1cccc(F)c1	-5	-14	-2	5	0	-0.2	-0.6	0	-1	0.4
O=C(N/N=C/c1ccccc1[N+](=O)[O-])C(=O)N1CCCC1	-4	8	-3	-12	1	-0.1	0.3	-18	0	-1.2
CCn1c(CN2c3ccccc3Sc3ccccc32)n[nH]c1=S	-6	-3	2	-5	-4	3.7	0.9	1	1	-17
CC1=NN(C(=O)c2ccc(Br)cc2)C(O)(C(F)(F)OC(F)(F)F)C1 (stereo unspecified)	-7	-8	-1	10	-3	-0.4	0.3	1	-2	-1.6
COc1ccc(CC(=O)N/N=C(\C)CC(=O)NCc2ccco2)cc1OC	-2	-7	1	6	1	-0.4	-1.5	0	1	-1.0
CC(O)(c1ccc(F)c(F)c1)c1nc(-c2cnc3ccccc3c2)cs1 (stereo unspecified)	.	9	-6	-10	-8	-0.4	1.1	-9	-4	1.3
COc1ccc(-c2nc(C#N)c(N3CCN(c4cccc(Cl)c4)CC3)o2)cc1OC	-9	2	-10	6	-2	0.0	-0.5	-1	-1	1.4
CC1CC(C)CN(C(=O)C(C)N2CCN(S(=O)(=O)c3ccc(C(F)(F)F)cc3)CC2)C1 (stereo unspecified)	-10	4	0	17	1	0.1	-0.5	1	0	0.0
CC(C)(CNC(=S)NCCc1ccccc1)CNC(=S)NCCc1ccccc1	-9	0	-5	-5	-5	-0.3	-0.6	3	1	1.0
Cc1ccc(C(=O)O/N=C/C2=C(Cl)c3ccccc3CC2)cc1	-13	2	-4	1	1	-1.5	0.5	-2	1	5.1
Cc1ccnc(SCC(=O)Nc2sc3c(c2C#N)CCCC3)n1	0	12	1	6	-4	-0.1	-0.7	1	-2	1.3
CC[C@]12c3[nH]c4ccc(OC)cc4c3CCN1C(=O)C(CC(=O)NCCN1CCOCC1)C[C@@H]2C(=O)N1CCN(C(=O)C2CC2)CC1 (stereo partly specified)	-4	1	-7	16	-2	-0.7	-0.5	-2	1	-9.3
CCOC(=O)CSc1nc(C)c2cc(OC)ccc2n1	0	-13	-4	-10	3	-0.8	1.6	-4	-2	2.3
CCCCOc1ccc(/C(O)=C2/C(=O)C(=O)N(CCCOC)C2c2ccncc2)cc1C (stereo unspecified)	-4	-4	-12	13	-2	-1.1	1.9	-9	2	1.2
O=c1oc2ccccc2c(Cl)c1CN1CCCCC1	-1	-5	-4	14	-1	-0.3	0.6	-2	3	-0.4
NC(=O)[C@@H]1CC2(CC(c3cccc(NC(=O)COc4ccc(Cl)cc4)c3)=NO2)CN1C(=O)COc1ccc(Cl)cc1 (stereo partly specified)	-5	-7	-2	-12	-28	-0.2	0.3	0	3	2.3
Cc1noc(C)c1NC(=O)Nc1cccc2c1O[C@H](CN(C)S(=O)(=O)c1ccc(F)cc1)[C@@H](C)CN([C@H](C)CO)C2=O	-6	-1	-1	3	1	-0.2	-0.9	5	-2	-1.3
Cc1cccc(NC(=O)Cn2cnc3c(oc4ccccc43)c2=O)c1	10	-2	-2	2	16	-0.3	-0.9	-2	-6	-0.9
CCCCn1c(SCC(N)=O)nnc1-c1ccco1	-4	-2	0	14	-1	-0.5	1.4	-1	-5	-1.8
O=C(CNC1CC1)Nc1cc(C(F)(F)F)ccc1Cl	-4	4	-6	-8	2	-0.7	-1.1	-1	0	-1.3
CCOC(=O)N1CCC(N(CCOC)C(=O)Nc2ccc(CC)cc2)CC1	-8	-2	1	10	1	0.7	0.4	0	2	0.5
Cc1ccc(-n2c(C)nc3c(cnn3-c3ccc(F)cc3)c2=O)cc1	-5	1	-1	-1	0	-0.6	-0.3	4	3	-0.6
O=C(COC(=O)Cc1ccc(S(=O)(=O)N2CCOCC2)s1)Nc1ccccc1Cl	-13	-8	-4	7	-11	-0.2	0.2	2	3	2.6
N#CCC(=O)Nc1ccc(C(=O)NNC(=S)NC2CC2)cc1	3	-10	-8	12	1	0.9	1.1	0	1	-0.8
CN(C)/C=C(\C(=O)c1ccccc1)c1nnnn1-c1ccc(F)cc1	-4	4	-4	-9	-1	-0.4	3.6	0	0	-1.0
COC1OC(COC(=O)CNC(=O)OC(C)(C)C)C(O)C(O)C1O (stereo unspecified)	-7	-2	-1	0	1	-0.5	0.7	-1	-1	-2.7
CC(C)CNC(=O)c1ccc(Cl)c(Cl)c1	2	6	1	8	3	-1.3	1.5	-2	-1	-0.7
C[C@H](Nc1ncnc2sc3c(c12)CCC3)C(=O)O	0	-3	3	1	2	-0.3	1.2	2	-2	-1.8
CCOC(=O)c1[nH]c(C)c(C(=O)Nc2ccc3c(c2)OCCO3)c1C	-6	-5	-2	-7	-3	-1.0	-1.6	0	-3	-1.1
COCCCn1cnc2c(c1=O)c1nc3ccccc3nc1n2-c1ccccc1	-6	-7	-1	-4	-5	-0.1	1.2	-18	-10	3.0
CCC1CCCCN1CCCNC(=O)CN1C(=O)CSc2ccc(S(=O)(=O)N3CCC(C)CC3)cc21 (stereo unspecified)	9	-8	-2	-12	2	0.4	-0.7	-10	1	-1.6
Cc1ccc(CNC(=O)C(=O)NCC2OCCN2S(=O)(=O)c2ccc(Cl)cc2)cc1 (stereo unspecified)	-2	3	-3	0	-2	-0.4	1.5	-1	0	2.2
O=C(CN1C(=O)COc2ccc(S(=O)(=O)N3CCCCC3)cc21)NCc1ccccc1Cl	5	1	-5	-2	-1	0.1	0.4	-2	2	0.3
CC1CCc2nc(/C(C#N)=C/c3cccnc3)sc2C1 (stereo unspecified)	-5	-7	-3	0	-3	0.0	2.2	-21	2	0.9
Cc1ccc(S(=O)(=O)N(CC(=O)N2CCc3ccccc3C2)c2ccc(Cl)c(Cl)c2)cc1	-13	-23	-3	-2	-3	-0.7	0.1	1	2	4.9
COC(=O)c1ccccc1NC(=O)c1noc2c1CCCC2	-11	1	-2	-1	-3	-0.5	0.1	1	-1	0.7
C#CC[N+]1(CC#Cc2cccc(C)c2)CCCCC1	-7	5	-1	-3	-3	0.1	3.5	-3	-3	-0.8
COC(=O)N1CCCCC1c1cc(C(=O)NCc2cccnc2)no1 (stereo unspecified)	.	1	-1	-1	1	-0.3	-1.4	3	-1	-3.1
Cc1ccc(S(=O)(=O)Oc2ccccc2[N+](=O)[O-])cc1	-16	3	-1	20*	-1	0.2	-0.2	-28	0	2.0
O=C(Nc1ccc2oc(-c3cccnc3)nc2c1)c1ccc([N+](=O)[O-])o1	-2	5	-3	-4	1	-0.1	0.1	4	4	0.1
CN(C)CCC(Oc1ccccc1OCc1ccccc1)c1ccccc1 (stereo unspecified)	-17	-4	1	3	-5	1.0	-2.2	-6	2	0.1
O=C(NCc1n[nH]c(=S)n1-c1ccc(F)cc1)c1ccc(S(=O)(=O)N2CCCCC2)cc1	-8	0	3	-11	-1	-0.1	-0.3	10	0	-0.9
CC(C)NC(=O)C1(C)CN(S(C)(=O)=O)CC(=O)N1CCc1ccc(O)cc1 (stereo unspecified)	.	.	.	-3	.	0.2	-0.2	-3	.	-0.3
COc1cc(C(=O)Nc2ccccn2)cc(OC)c1OC	-7	-3	-3	5	4	-0.3	-0.7	0	-1	-1.0
CN1CCN(C(c2ccc(Cl)cc2)c2cc(Cl)c3cccnc3c2O)CC1 (stereo unspecified)	-12	-5	-1	-4	-6	-0.3	-0.7	-8	1	-0.2
COc1ccc(N2CCN(c3oc(COc4ccccc4Cl)nc3C#N)CC2)cc1	-4	5	-4	0	-7	0.7	-0.5	3	2	2.9
COc1ccc(CNC(=O)CSc2nnc3c(Cl)cc(C(F)(F)F)cn23)cc1OC	-1	-5	-1	-10	1	-0.6	-0.5	0	-3	-0.5
COc1ccc(-c2sc3cc(OC)c(OC)cc3c2-c2ccc(O)cc2)cc1	-14	2	-3	3	-36	-1.4	3.4	1	-1	2.9
O=C1c2[nH]c3ccccc3c2CC1N1C(=O)c2ccccc2C1=O (stereo unspecified)	.	-2	-4	7	1	0.2	1.4	-2	-3	0.2

Other entries
SMILES	Scp1 inh	eLon inh	MsrA act	CendR NRP1 mod	DNMT1 block	TbMetRS inhib	MsrA inhibitor	SUMO1 PPI mod	STEP block	LMPTP inh
CCOC(=O)Cc1csc(NC(=O)CCc2ccc(S(=O)(=O)N3CCOCC3)cc2)n1	-2	-10	-2	-4	-1	-0.2	0.4	-2	0	-1.0
Cc1ccc(NC(=O)CS(=O)(=O)c2cn(C)c3ccccc23)c(C)c1	0	-11	-1	-13	3	-0.1	0.7	11	1	-0.2
C=CCn1c(=O)c2ccccc2n2c(SCC(=O)NC(C)C)nnc12	-10	-2	-2	12	-3	-0.5	0.3	-5	0	-3.0
CC12CCC(=O)N1C(C(=O)Nc1nnc(SCc3ccccc3F)s1)CS2 (stereo unspecified)	-9	-3	-4	-1	-1	-0.5	-0.9	-2	0	0.1
COc1ccc2c(ccc[n+]2[O-])c1	-5	-11	-4	10	-2	-0.1	0.4	-20	3	-1.4
COc1ccccc1CN(C)C(=O)CSc1nnc(C2CC2)n1C1CC1	-5	-24	-5	4	2	-0.1	0.1	2	-3	-1.7
O=C(CN1CCOCC1)Nc1ccc(-c2nc3ccccc3[nH]2)cc1	-4	1	-4	-3	0	-0.1	1.1	2	-6	6.6
Cc1nc(-c2ccc(S(=O)(=O)Nc3ccccc3C)cc2)co1	-1	-4	0	1	-1	0.9	-1.4	1	0	-0.1
